Source: PubChem BioAssay (National Center for Advancing Translational Sciences (NCATS))
Pf Dd2 inh – inhibitors of Plasmodium falciparum Dd2 growth. 120,000 tested, 4.3% active. P. falciparum Dd2 growth, SYBR Green, 72 h. Potency, µM (titrated, usually from 28.9 µM), for the others: at the top dose activity, negative = inhibition, most hits filed as inhibitors; active means well fitted inhibition curve with a large enough effect; inconclusive means small, poorly fitted or top-dose-only effect; inactive means no such curve, though single readings can be large or run the other way;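 further: plate controls were DMSO vehicle for no effect and reference drug for full effect; nearly all actives have a fitted effect of over 65% in size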
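Infected erythrocytes (Dd2, 0.3% parasitemia, 2.5% hematocrit final) are added to compound in RPMI-1640/Albumax II medium, grown 72 h at 37C in low oxygen, then lysed with saponin/Triton-X containing SYBR Green and read by fluorescence.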
Numbers without * were called inactive; i = inactive; ? = inconclusive; [ ] = remark or other dose. Potency means the concentration at half of the fitted maximal effect. This is a subset; rates above refer to the full screens.

SMILES,Pf Dd2 inh
COc1ncc(C(=O)NCc2cccnc2N2CCN(C(C)=O)CC2)cn1,6%
Cc1cc(CN2CCC3CC(=O)NCCC3C2)cc(C)n1 (configuration not stated),13%[44.1 µM]
COc1ccc(-c2cc(C(F)(F)F)nc(SCC(=O)Nc3ccc(C(C)=O)cc3)n2)cc1,-22%
Cn1cccc1C(=O)N1CCC(n2cc(-c3nc(-c4ccccc4)no3)nn2)CC1,-11%
Cc1cc(C(=O)N2CCC3(CC2)CC(N2CCN(c4ccccn4)CC2)CCO3)n[nH]1 (configuration not stated),0%
CCCNC(=O)c1ccc(Cn2c(SCC(=O)NC(C)C)nc3ccccc3c2=O)cc1,4%
O=C(NC1CCN(c2cc(-c3cccs3)[nH]n2)C1)c1ccc(F)cc1F (configuration not stated),i
COc1ccc(CNCc2c(C(=O)O)c(C)n(Cc3ccccc3C)c2C)c(OC)c1,?
Cn1cnnc1CC1CCN(C(=O)c2cc(-c3ccccc3)no2)CC1,-26%
COCCn1cnc2ccc(OCC3CC3)nc2c1=O,i
Cc1cc(C)n(-c2nnc(Nc3ccc(C(C)C)cc3)c3ccccc23)n1,6%
O=C1CCN(S(=O)(=O)c2ccccc2)CCCC(C(=O)N2CCCCCC2)CCN1 (configuration not stated),20%
O=C1CC(c2ccc(Cl)cc2)c2cc3c(cc2N1)OCCO3 (configuration not stated),-14%
O=C(c1cc(CC2(NCc3ccccc3Cl)COC2)no1)N1CCCCC1,i
Cc1cnc(C(=O)NC2CC(c3nnc(CO)n3C3CC3)C2)[nH]1 (configuration not stated),-12%
CCc1ccccc1NC(=O)Cn1c(C)cc2nc3n(c(=O)c21)CCCCC3,-12%
O=C(O)CSCC(=O)N1CCN(C(=O)c2cnccn2)[C@H](C(=O)N[C@H]2CCCNC2=O)C1,10%
O=C(NC1CCCC1)c1ccc(CSc2nc3ccncc3n2Cc2cccc(F)c2)cc1,?
CC(C)NCCN1CCCC1,13%[76.6 µM]
COc1ccc2nc(C[C@@H]3C[C@@H](C(C)C)[C@H](CNC(=O)CCC(=O)O)C=C3C)[nH]c2c1,-23%[44.1 µM]
COc1ccc(CC(=O)N2C[C@@H]3CC[C@H](C2)N(CC2CCC2)C3)c(OC)c1,?
O=C(Cn1cnc2onc(-c3ccc(F)cc3)c2c1=O)Nc1ccc(F)c(Cl)c1,?
Cn1cccc1C(=O)N1CC(c2noc(COc3ccccc3)n2)C1,i
CN1[C@@H](CCC(=O)NCc2cccs2)CNC(=O)[C@H]2NCC[C@H]21,0%[44.1 µM]
O=C1CC(c2ccccc2)N(Cc2ccncc2)CCCN(C(=O)CN2CCCC2=O)CCN1 (configuration not stated),i

The last 4 records of the part above lead into the next.
SMILES,Pf Dd2 inh
O=C(Cn1cnc2onc(-c3ccc(F)cc3)c2c1=O)Nc1ccc(F)c(Cl)c1,?
Cn1cccc1C(=O)N1CC(c2noc(COc3ccccc3)n2)C1,i
CN1[C@@H](CCC(=O)NCc2cccs2)CNC(=O)[C@H]2NCC[C@H]21,0%[44.1 µM]
O=C1CC(c2ccccc2)N(Cc2ccncc2)CCCN(C(=O)CN2CCCC2=O)CCN1 (configuration not stated),i
CS(=O)(=O)N1CCNC[C@@H]1C(=O)N[C@@H](CC1CCCCC1)C(N)=O,-22%[44.1 µM]
CC(C)(C)c1cn(C[C@H]2CC3CCN2C[C@@H]3C(=O)NCc2ccc3c(c2)OCO3)nn1 (some centres not stated),-23%[44.1 µM]
O=C(c1ccc2ncccc2c1)N1CCCN(c2cc(-c3ccc(Cl)cc3)[nH]n2)CC1,?
CN(Cc1ccsc1)c1cc(C2CC(O)C2)ncn1 (configuration not stated),-4%
CN1CCC(OC2CCN(C(=O)c3cccc(C(F)(F)F)c3)CC2)CC1,-23%
COc1ccc(-n2c3c(c(=O)[nH]c2=O)C(NC(=O)c2ccccc2Cl)(C(F)(F)F)C(=O)N3)cc1 (configuration not stated),i
COCCNc1nc2c(c(=O)n(Cc3cccc(Br)c3)c(=O)n2C)n1C,30%
CCCC1(CO)CCCN(Cc2cccc(N3CCOCC3)c2)C1 (configuration not stated),-8%
COc1ccc(NC(=O)CSc2nc(-c3ccccc3)c3ccccc3n2)cc1,27%
Cc1ccc(CNC(=O)c2ccc(Cn3c(=O)c4ccccc4n(CC(=O)Nc4ccc(C)cc4)c3=O)cc2)cc1,?
Cc1nc(-c2c3n(c(=O)n(CCOc4ccccc4)c2=O)CCCCC3)no1,11%
CCOC(=O)c1ccc(NC(=O)c2nc(SC(C)C)ncc2Cl)cc1,-16%
CCOc1cccc(CNC(=O)C2CCCCC(=O)N2C)c1 (configuration not stated),i
Cc1ccc(C2Cn3nnc(-c4noc(-c5ccc[nH]5)n4)c3CO2)cc1 (configuration not stated),?
CCc1ccccc1NC(=O)Cn1nnc(C(=O)NCc2ccccc2Cl)c1N,-6%
COc1ccc(NC(=O)NCC2CCCN(C(C)C)C2)cc1OC (configuration not stated),-7%
COc1ccc(N2CCN(C(=O)c3nn(C)c4c3CS(=O)(=O)c3ccccc3-4)CC2)cc1,?
O=S(=O)(c1ccc(Cl)cc1)c1nnn2c1nc(NCc1ccc3c(c1)OCO3)c1sccc12,i
CCOc1ccc(Cn2c(CNS(=O)(=O)c3cccs3)nc3cccnc32)cc1,-18%
O=C(NCc1nnc2n1C(C(=O)NCc1cccnc1)CC2)Nc1cccnc1 (configuration not stated),33%[activator]
COC(=O)c1nnn(-c2cccc(C)c2)c1N,21%
CC(=O)N1CCCCC12Cc1ccccc1NC2=O (configuration not stated),-11%[44.1 µM]
O=[S+]([O-])(Nc1ccccc1)c1ccc2c(c1)OCCN(Cc1cccs1)C2,i
Cc1ccc(Cl)cc1NC(=O)CCS(=O)(=O)c1ccc2c(c1)n(C)c(=O)c(=O)n2C,-25%
CCOC(=O)C1CCCN(C(=O)CC(c2ccc3c(c2)OCO3)c2cn(CC)c3ccccc23)C1 (configuration not stated),7.1µM*
CS(=O)(=O)CC(O)c1cc2n(n1)CCN(CCOCc1ccccc1)C2 (configuration not stated),1%
CCCn1cnc2c1CN(S(=O)(=O)c1ccc(C#N)cc1)[C@H](C(=O)OC)C2,i
Cc1c(C(=O)NCc2ccc(Cl)cc2)sc2nc3n(c(=O)c12)CCCCC3,?
Cc1ccc(C2=NC3(CCN(C(=O)Cc4cccs4)CC3)ON2)cc1,?
C[S+](=O)([O-])Nc1cccc(N2C[C@@H]3C(C(=O)NC4CCOCC4)=NO[C@@H]3C2)c1,5%[44.1 µM]
CN1C(=O)C2(CCN(Cc3ccccc3)C2)c2ccccc21 (configuration not stated),-15%[44.1 µM]
COc1ccc(S(=O)(=O)Nc2ccc(-c3cn4ccsc4n3)cc2)cc1C,64%[activator]
COCCCNc1ncnc2c1c(-c1ccccc1)cn2-c1ccc(C)c(Cl)c1,?
CCSc1ncc(Cl)c(C(=O)Nc2c(C(=O)c3ccc(C)c(F)c3)oc3ccccc23)n1,116%[activator]
Cc1ccc(OCC(=O)Nc2ccc3[nH]c(=O)sc3c2)cc1,23%
Cc1nc(-c2c3n(c(=O)n(Cc4ccc(F)c(F)c4)c2=O)CCCCC3)no1,-23%
Cc1ccccc1N1Cc2c(NCc3cccnc3)ncnc2N(C)CC1=O,4%
CCCCCn1c(-c2cccc(C)c2)nc2ccccc21,-8%
CN(C)C[C@@H]1CN(c2ncccn2)C[C@H]1NC(=O)Cc1ccc(F)cc1,?
COc1cccc(C(=O)N2CCC(CC(=O)NCc3ccccc3)C2)c1OC (configuration not stated),-14%
CCn1ncc(N2CCC(NC(=O)c3cccc(N(C)C)c3)CC2)cc1=O,?
Cc1oc(-c2ccc(C(=O)Nc3ccccc3F)cc2)nc1COc1ccccc1,i
COC(=O)c1sccc1NC(=O)N1CCCC1c1noc(COc2ccc(F)cc2)n1 (configuration not stated),?
Cc1cc2[nH]c(=O)c(=O)[nH]c2cc1S(=O)(=O)N1CCN(c2cccc(C(F)(F)F)c2)CC1,-25%
CCOCc1cc(CN2CCN(c3ccccc3OC)CC2)c(O)c2ncccc12,2µM*
CCOc1ccccc1CN1C(=O)C2(CCOCC2)CC1c1nnnn1C(C)(C)C (configuration not stated),-7%
CCC(=O)N1CCC(CC(=O)N2CCOCC2)C1 (configuration not stated),21%
O=C(NCCCN1Cc2ccccc2C1)c1cccc(C2CCCNC2)c1 (configuration not stated),?
CSc1ccc(CCNC(=O)c2cc3c(-c4ccccc4F)nn(C)c3s2)cc1,10%
COc1ccc(C(=O)N2CCCC3(CC(c4ccccn4)=NO3)C2)cc1 (configuration not stated),9%

An excerpt of these results, field by field:
O=C(NC1CCN(c2cc(-c3cccs3)[nH]n2)C1)c1ccc(F)cc1F (configuration not stated)
  Pf Dd2 inh = i

O=S(=O)(c1ccc(Cl)cc1)c1nnn2c1nc(NCc1ccc3c(c1)OCO3)c1sccc12
  Pf Dd2 inh = i

Look-ups from the results shown:
In Pf Dd2 inh, Cc1ccc(OCC(=O)Nc2ccc3[nH]c(=O)sc3c2)cc1 has the entry 23%
In Pf Dd2 inh, COc1ccc(S(=O)(=O)Nc2ccc(-c3cn4ccsc4n3)cc2)cc1C has the entry 64%[activator]
In Pf Dd2 inh, Cc1cc2[nH]c(=O)c(=O)[nH]c2cc1S(=O)(=O)N1CCN(c2cccc(C(F)(F)F)c2)CC1 has the entry -25%

(listing goes on)
SMILES,Pf Dd2 inh
O=C1CCC2(CCCN(c3ncccc3F)C2)CN1Cc1ccncc1 (configuration not stated),-1%
CC(C)SCC(=O)N1CCC2(CC1)CC(c1ccccc1)C(=O)N2C (configuration not stated),-12%
CNC(=O)c1c(NC(=O)/C=C/c2ccccc2Cl)sc2c1CCC2,-17%
Fc1ccc(-c2cn3cc(Cc4ccc(Cl)cc4)sc3n2)cc1,6%
O=C(O)C1=NOC2CN(Cc3cccc(Br)n3)CC12 (configuration not stated),9%
Fc1ccc(OC2CN(CC3CCCCC3)C2)c(F)c1,?
CCOc1ccccc1NC(=O)N1CC(CC)Oc2ccccc21 (configuration not stated),-18%
O=C(Nc1ccc([C@@H](O)[C@H]2COCC(=O)N2Cc2ccccn2)cc1)c1ccccc1,26%[44.1 µM]
O=C(NC1CC1)c1ccccc1OCC1CCCN(Cc2ccc3c(c2)CCO3)C1 (configuration not stated),i
c1ccc(CN2CCOC[C@H]3CCNC[C@H]32)cc1,?
Cc1nc2c(c(-c3ccc(O)cc3)n1)CN(Cc1cncs1)CCC2,3%
CC[C@H]1CN(C(=O)Nc2cccc(OC)c2)CC[C@H]1CC(=O)N1CCC(C(=O)OC)CC1,-29%
COc1ccc(NC(=O)C(=O)NCC(c2cccnc2)N2CCc3ccccc32)cc1OC (configuration not stated),?
Cc1ccc(-c2noc([C@@H]3C[C@H](NC(=O)Nc4cccc(F)c4)CN3C)n2)cc1,?
O=C(O)c1ccc(CN2Cc3[nH]cnc3C[C@H]2c2nc(-c3ccncc3)no2)cc1,?
O=C(CCCn1c(=O)c2cccn2c2cccnc21)NCCc1ccc(Cl)cc1,?
CCOC(=O)c1ccccc1NC(=O)c1cnc(N2CCOCC2)c2ccccc12,-21%
C=CCN1CCN(C(=O)c2c(C)oc3c2CN(Cc2ccc(F)cc2)CC3)CC1,?
Cc1cccc(OCC2(CNCc3ccc(F)cc3)C[C@@H](O)[C@@H](O)C2)n1 (some centres not stated),?
O=C(c1ccco1)N1CCC2(CC1)CC(N(Cc1ccccc1)C1CC1)CCO2 (configuration not stated),4.5µM*
Cc1ncsc1C(=O)N1CC(CNC(=O)Cc2ccccc2)C2(C1)CN(c1ccccc1)C2 (configuration not stated),i
Cc1cccnc1C(C)n1cc(-c2ccccc2-c2ccco2)nn1 (configuration not stated),?
O=C(CSc1nncn2c1cc1sccc12)Nc1ccc(Br)cc1F,24%
COc1ccc(-c2nc(N3CCOC[C@H]3C)cc3c2CN(C(C)C)C3=O)cc1,?
O=C(O)c1ccc(C2CCCN(C(=O)CCN3CCOCC3)C2)cc1 (configuration not stated),-2%
COc1ccc(C(=O)N2CCC3(CC2)N=C(c2ccc(Cl)cc2)NO3)cc1F,?
Cc1cccc(NC(=O)Cn2c(-c3cnccn3)nc(C)c(C)c2=O)c1C,i
CCCS(=O)(=O)N1CC(=O)N(c2cccc(Cl)c2)C(C)(C(=O)NC2CCCCC2)C1 (configuration not stated),i
CCn1nccc1C(=O)N1CC(Oc2cccc(-c3nc(C)no3)c2)C1,40%[activator][5.79 µM]
CN(Cc1noc2c1CCCC2)Cc1nnc(C2CC(N)C2)n1C (configuration not stated),-9%
CC(=O)N1CCCc2cc(S(=O)(=O)N3CCCC(C(=O)Nc4cc(Cl)ccc4C)C3)ccc21 (configuration not stated),?
O=C1CC(c2ccccc2)N(C(=O)C2CC2)CCCN(C(=O)Nc2ccccc2F)CCN1 (configuration not stated),17%
C[S+](=O)([O-])c1ccc(-c2ncc3c(n2)OCCN(c2ccccc2)C3=O)cc1,-2%[44.1 µM]
CC1=C(c2ccc(C)c(C)c2)S(=O)(=O)N(Cc2ccc(C(=O)NC(C)c3ccccc3)cc2)C1=O (configuration not stated),3%
O=C(N[C@H]1CO[C@H]2[C@@H]1OC[C@@H]2n1nnnc1Oc1ccc2c(c1)OCO2)c1ccc(C(F)(F)F)cc1,-23%
CCC(=O)N1CCC(c2noc(-c3ccccc3)n2)C1 (configuration not stated),i[5.79 µM]
COc1cccc(CN2CCOC3CCN(Cc4ccccc4Cl)CC3C2=O)c1 (configuration not stated),-4%[44.1 µM]
